# BL2 CD40 inh: CD40 pathway inhibition in BL2 cells | BL2 NF-kB luciferase reporter, CD40L-induced, 4 h | AID 1053188 | inhibition, % at 10 µM | 83,000 compounds, 0.94% hits;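 active = mean inhibition of at least 50% with a set share of replicates also reaching that level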;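 note: 0% = neutral control wells and 100% = IKK inhibitor VII at 50 µM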
# The depositor's hits bear a star; & = joins results of further samples; [ ] = another dose, or the depositor's remark. An excerpt; count on the stated rates, not on these rows.
SMILES,BL2 CD40 inh
CC1(C(=O)NS(=O)(=O)c2ccccc2OC(F)(F)F)CCN1C(=O)c1ccccc1 (stereo not given),3
CCOC(=O)c1ccccc1NS(=O)(=O)c1ccccc1,2
N/C(=N\OC(=O)/C=C/c1ccccc1)c1ccc(Br)cc1,-49
Cc1ccccc1CN(CC1CCC(C(=O)O)CC1)C(=S)Nc1ccccc1F (stereo not given),-6
O=C(c1ccc(F)cc1)N1C[C@@H]2N[C@H](C1)C2c1ccc(-c2ccc(F)cc2)cc1 (stereo not given in full),2&6
CS(=O)(=O)c1ccc(Cl)c(NC(=O)COC(=O)c2ccc(-n3cnnn3)cc2)c1,3
O=c1c2c(C(F)(F)F)cc(C(F)(F)F)nc2[nH]n1-c1ccccc1,10
CC(On1nnc2ccc(S(=O)(=O)N3CCOCC3)cc21)C(=O)Nc1ccccc1F (stereo not given),-7
Cn1cnc2c(SCc3ccccc3)ncnc21,-32
CC(=O)c1ccc(NC(=S)NC(C)CCc2ccccc2)cc1 (stereo not given),-4
CCC(COC(=O)Nc1cccc(C)c1)NC(=O)OCC(C)C (stereo not given),-67
COc1ccccc1CNC(=O)COc1ccc2c(c1)CCC2,-4
COc1ccc(OC)c(C(=O)c2ccc(C(=O)Nc3ccc4ccccc4c3)cc2)c1,-59
Oc1ccc(CN2CCN(c3ccccc3)CC2)c2cccnc12,-13
CC1CN(C(=O)CNC(=O)Cc2cccc3ccccc23)CC(C)O1 (stereo not given),9
O=C(Cc1cccs1)Nc1nc2ccccc2s1,-61
Cc1cc(NC(=O)CN2C(=O)NC3(CCCCCC3)C2=O)ccc1Br,10
CCCCn1c(N)c(N(CCC(C)C)C(=O)c2cccc(S(=O)(=O)N3CCN(C)CC3)c2)c(=O)[nH]c1=O,6
COc1cc2cc(C(=O)Nc3ccc4c(c3)OCCO4)[nH]c2cc1OC,60*
CC/C(C)=N/Oc1nc(C)cc(C)n1,1
O=C(NCc1cccs1)c1cc(C2CC2)on1,-49
CCOC(=O)CC1NC(=O)c2ccccc21 (stereo not given),13
CC(=O)N1CN(CCCn2ccnc2)Cc2c1sc1c2CCCC1,-12
Cn1c(CC(=O)Nc2ccccc2)c(Sc2ccccc2)c2ccccc21,-9
Cc1noc(C)c1COC(=O)c1ccccc1Sc1ccccc1C#N,22
# More records follow:
SMILES,BL2 CD40 inh
Brc1ccc(/C=C/C=N/Nc2nc3ccccc3s2)cc1,29
CCCc1cn(CC[C@@H]2CC[C@@H](NC(=O)Cc3cccnc3)[C@H](CO)O2)nn1,-1
CC(C)Cn1c(N)c(C(=O)COC(=O)c2ccccc2C(=O)c2ccccc2)c(=O)n(C)c1=O,15
CCOC(=O)c1nn(-c2ccc(C)cc2)c(=O)cc1OCC(=O)N1CCN(c2ccccc2)CC1,4
COC(=O)c1c(C)[nH]c(C(=O)OCC(=O)NC(C)(C)C)c1C,8
Sc1ccccc1N=Cc1cccs1,-32
O=C1Nc2ccccc2Cc2ccccc21,-1
COc1ccc(C(=O)Nc2cccc(C)n2)cc1S(=O)(=O)N1CCCc2ccccc21,7
O=C(c1cc(N2CCOCC2)c(F)cc1[N+](=O)[O-])N1CCOCC1,9
COc1ccc2nc(NC(C)=O)sc2c1,-31
CC(C)Oc1cccc(C(=O)O)c1,4
COc1ccccc1-c1ccccc1[C@H]1[C@@H](CO)N(C(=O)CN(C)C)[C@H]1C#N,-16[25 µM]
CC(C)(C)c1ccc(C(=O)NCC(=O)NNC(=O)c2ccccc2O)cc1,-3
CCOC(=O)Nc1c(C(=O)OC)[nH]c2cccc(OC)c12,3
CCS(=O)(=O)N1CC2(CN(Cc3ccc4c(c3)OCO4)[C@@H](CO)c3[nH]c4cc(OC)ccc4c32)C1,4[25 µM]
CCC(C)c1ccccc1NC(=O)COc1ccc(-c2nnco2)cc1 (stereo not given),-7
NC(=O)COc1ccc(C(=O)NCC2(N3CCOCC3)CCCCC2)cc1,0
COCCN1C[C@@H](CO)O[C@@H](n2cnc3c(NCCCO)ncnc32)C1,27
Cc1cc(C(=O)Nc2ccc3c(c2)C(=O)N(C)[C@H]2CC[C@H](CC(=O)O)O[C@@H]2CO3)no1,-7[25 µM]
COC(=O)c1ccc(/C=N/NC(=O)CC(=O)NCc2cccnc2)cc1,1
Cc1c(C(=O)N2CCN(CCc3ccccc3)CC2)oc2ccccc12,6
CCCC#Cc1ccc([C@@H]2[C@H](CO)N3CCCCN(S(=O)(=O)Cc4ccccc4)C[C@@H]23)cc1,-11[25 µM]
CS(=O)(=O)Nc1ccc2c(c1)[C@H]1C[C@@H](CC(=O)NCc3ccncc3)O[C@@H](CO)[C@H]1O2,9[25 µM]
c1cc(-c2nnc3n2CCCCC3)ccn1,5
CCC(=O)N1[C@H](CN(C)C(C)=O)[C@@H](c2ccc(-c3cccc(F)c3)cc2)[C@@H]1CO,1

# Three of the compounds above, with values ahead of the structure:
BL2 CD40 inh	Compound
-11[25 µM]	CCCC#Cc1ccc([C@@H]2[C@H](CO)N3CCCCN(S(=O)(=O)Cc4ccccc4)C[C@@H]23)cc1
5	c1cc(-c2nnc3n2CCCCC3)ccn1
-49	O=C(NCc1cccs1)c1cc(C2CC2)on1

# Additional entries
SMILES,BL2 CD40 inh
CCS(=O)(=O)CCSc1nc2ccccc2s1,-5
COc1ccccc1NC(=O)c1cnc(SCC(=O)NCC2CCCO2)n(C)c1=O (stereo not given),20
C[C@@H]1CN([C@@H](C)CO)C(=O)c2ccccc2-c2ccccc2CO[C@H]1CN(C)S(=O)(=O)c1ccc(C(F)(F)F)cc1,-13[25 µM]
O=C(CC1C(=O)NCCN1Cc1ccc(-c2ccccc2)cc1)NCc1ccccc1 (stereo not given),5
COc1cccc(S(=O)(=O)Nc2ccc3c(c2)C(=O)N(C)C[C@H](OC)[C@H](C)CN(Cc2ccccc2F)[C@H](C)CO3)c1,9[25 µM]
O=C(C[C@H]1C[C@H]2c3cc(NC(=O)C4CCC4)ccc3O[C@H]2[C@@H](CO)O1)NC1CCCC1,3[25 µM]
N#C[C@@H]1[C@H](c2ccccc2C2=CCCCC2)[C@H](CO)N1C(=O)Cc1ccncc1,10[25 µM]
CCOc1ccc(C(=O)CN2C(=O)NC3(CCCc4ccccc43)C2=O)cc1 (stereo not given),-11
COc1ccc(OCc2cc(C(=O)NC3Cc4ccccc4C3)no2)c(Cl)c1,10
CCNC(=O)CN(c1ccccc1)S(=O)(=O)c1ccc(Cl)cc1,15
c1ccn2cc(-c3ccc4c(c3)OCCO4)nc2c1,67*
CCOC(=O)C(C)c1nc2ccccc2[nH]c1=O (stereo not given),-3
COc1ccc(NC(=O)C2(c3ccccc3)CCCC2)cc1,9
Cc1cc(C(=O)NC2CCCc3ccccc32)no1 (stereo not given),7
O=C(Nc1ccc(F)cc1)N1C[C@@H]2[C@H](c3ccccc31)[C@@H](CO)N2C(=O)Cc1ccccn1,-9
O=C(CN1C2=NCCCN2c2ccccc21)c1cccs1,12
Cc1oc(/C=N/NC(=O)CN(c2ccccc2Cl)S(C)(=O)=O)cc1Br,1
O=C(COc1ccc2ccccc2c1)Nc1nc2ccccc2[nH]1,10
O=C(ON=C1CCN(c2ccc([N+](=O)[O-])cc2)CC1)c1ccccc1,-9
O=C(/C=C/c1ccc(Cl)cc1)Nc1cc(S(=O)(=O)N2CCOCC2)ccc1N1CCOCC1,9
Cc1ccc(C(=O)OCC(=O)NCC(F)(F)F)cc1C,-9
CNc1oc(-c2ccc(F)cc2)nc1S(=O)(=O)c1ccccc1,-11
Nc1cc2c(cc1Cl)-c1ccccc1C2,-51
Cc1ccc(S(=O)(=O)c2nc(N3CCOCC3)sc2Cl)cc1,3
Cc1cc(NC(=O)CN2C(=O)NC(CCc3ccccc3)C2=O)no1 (stereo not given),6
# (listing goes on)
SMILES,BL2 CD40 inh
C[C@@H]1CN([C@H](C)CO)C(=O)c2cc(C#Cc3ccccc3)cnc2O[C@H]1CN(C)C(=O)c1ccccc1,-2[25 µM]
O=C(c1ccc(F)cc1)N1CC(=O)N2[C@H](CO)[C@@H](c3ccc(C#CCC4CCCC4)cc3)[C@@H]2C1,24[25 µM]
O=C(Nc1ccc(S(=O)(=O)N2CCCc3ccccc32)cc1)C1CCCO1 (stereo not given),16
CN(CC(=O)Nc1ccccc1C(F)(F)F)C(=O)C1CC1,0
COc1cc2cc(CN(CCc3cccc(C)c3)C(=S)NCCCN3CCOCC3)c(=O)[nH]c2cc1OC,4
COC(=O)c1ccc(CSc2nnc(N)s2)o1,7
CCN=C1SC(C(=O)Nc2cc(Cl)cc(Cl)c2)CC(=O)N1CC (stereo not given),2
CC(C)CC(=O)N1CCN(S(C)(=O)=O)CC1,6
COc1cc(CN2CCC(N3CCC(C(=O)N4CCCC4)CC3)CC2)cc2c1OCO2,6
CC(C)CN(C(=O)COc1cccc(-n2cnnn2)c1)C1CCS(=O)(=O)C1 (stereo not given),5
Cc1ccc(NC(=O)Cn2nc(-c3ccccc3)nc2-c2ccccc2)c(C)c1,3
COC(=O)c1c(C)[nH]c(C(=O)CC#N)c1C,3
O=C1CCCCC1C(O)(C(=O)c1ccccc1)c1ccccc1 (stereo not given),16
CC(=O)c1c[nH]c(C(=O)NCC2CCCO2)c1 (stereo not given),2
COc1ccccc1S(=O)(=O)N1C[C@@H]2N[C@H](C1)C2c1ccc(-c2ccccc2C)cc1 (stereo not given in full),25&30[25 µM]
Cn1cc(CN2CCC(n3nccc3NC(=O)c3ccc4c(c3)OCO4)CC2)cn1,-1
O=C(C[C@H]1CC[C@@H]2[C@H](COC[C@@H](O)CN2Cc2nccs2)O1)NCc1ccccc1Cl,9[25 µM]
COc1cccc(C#Cc2ccc3c(c2)[C@@H]2[C@@H](CCN2C(=O)CC2CC2)[C@H](CO)N3)c1,0[25 µM]
COc1cccc(N2CC(NC(=O)c3cccc4ccccc34)CC2=O)c1 (stereo not given),5
CC/C(=N\NC(=O)Nc1nonc1N)c1ccc(OC)c(OC)c1,16
CN/N=C(\Cc1nc2ccccc2[nH]1)c1ccc([N+](=O)[O-])cc1,-46
CC(C)c1ccc(COC(=O)CN2C(=O)NC3(CCCCC3C)C2=O)cc1 (stereo not given),19
COc1c(C(C)C)oc2cc3oc(=O)ccc3cc12,-19
C[C@H]1CN([C@@H](C)CO)C(=O)CCCn2nncc2CO[C@H]1CN(C)Cc1ccc2cccnc2c1,1[25 µM]
O=C(C[C@@H]1CC[C@@H]2[C@H](COC[C@@H](O)CN2Cc2ccc(C(F)(F)F)cc2)O1)N1CCc2ccccc2C1,4[25 µM]

# Part of the list above, with the structure last.
BL2 CD40 inh	SMILES
16	CC/C(=N\NC(=O)Nc1nonc1N)c1ccc(OC)c(OC)c1
6	COc1cc(CN2CCC(N3CCC(C(=O)N4CCCC4)CC3)CC2)cc2c1OCO2
4[25 µM]	O=C(C[C@@H]1CC[C@@H]2[C@H](COC[C@@H](O)CN2Cc2ccc(C(F)(F)F)cc2)O1)N1CCc2ccccc2C1
5	COc1cccc(N2CC(NC(=O)c3cccc4ccccc34)CC2=O)c1 (stereo not given)
16	O=C1CCCCC1C(O)(C(=O)c1ccccc1)c1ccccc1 (stereo not given)

# Of the compounds above, 6 have a CF3 group.
SMILES,BL2 CD40 inh
CC1(C(=O)NS(=O)(=O)c2ccccc2OC(F)(F)F)CCN1C(=O)c1ccccc1 (stereo not given),3
O=c1c2c(C(F)(F)F)cc(C(F)(F)F)nc2[nH]n1-c1ccccc1,10
C[C@@H]1CN([C@@H](C)CO)C(=O)c2ccccc2-c2ccccc2CO[C@H]1CN(C)S(=O)(=O)c1ccc(C(F)(F)F)cc1,-13[25 µM]
Cc1ccc(C(=O)OCC(=O)NCC(F)(F)F)cc1C,-9
CN(CC(=O)Nc1ccccc1C(F)(F)F)C(=O)C1CC1,0
O=C(C[C@@H]1CC[C@@H]2[C@H](COC[C@@H](O)CN2Cc2ccc(C(F)(F)F)cc2)O1)N1CCc2ccccc2C1,4[25 µM]

# Next section
SMILES,BL2 CD40 inh
CCOC(=O)c1cc2c(=Cc3ccc(N(C)C)cc3)c3ccccc3n2[n+]1C,24
CN(C)C(=O)c1cccc(-c2ccc([C@H]3[C@@H](C#N)N(C(=O)C4CC4)[C@H]3CO)cc2)c1,-7
O=C(C1CCN(S(=O)(=O)N2CCOCC2)CC1)N1CCN(c2ccc(F)cc2)CC1,15
COc1ccc2oc(C(=O)OCC(=O)NC3CCCCC3)c(C)c2c1,-10
C[C@H]1CN([C@@H](C)CO)C(=O)c2c(c3ccccc3n2C)-c2ccccc2CO[C@@H]1CN(C)Cc1ccccc1C(F)(F)F,14[25 µM]
CC1CCN(C(=O)C(C)OC(=O)CSc2ccc([N+](=O)[O-])cc2)CC1 (stereo not given),-2
CCC(=O)NCCc1nc2cc(NC(=O)c3ccco3)ccc2n1C,-40
COCCNC(=O)C(C)N(c1ccc(OC)cc1)S(C)(=O)=O (stereo not given),5
CCN(CC)C(=O)CSc1ncnc2sc(C)c(C)c12,2
Cc1nnsc1NC(=O)OCC(C)(C)C,8
O=C(NCCc1cccc(F)c1)C1CCC(=O)N(CCCc2ccccc2)C1 (stereo not given),5
N#Cc1cnn2c1nc(N1CCCCC1)c1ccccc12,10
C[C@@H]1CN([C@@H](C)CO)C(=O)CCCn2nncc2CO[C@H]1CN(C)C(=O)Nc1ccc(C(C)(C)C)cc1,-1
O=C(Cn1nc(C(=O)O)c2ccccc2c1=O)Nc1cc(Cl)ccc1-n1cncn1,-9
Cn1cnc(S(=O)(=O)Nc2ccc3c(c2)OCCO3)c1,3
Cc1ccc(S(=O)(=O)N2CCOCC2)cc1C(=O)OCc1nnc(-c2ccccc2)o1,-10
COc1ccc(C(=O)Nc2nc(C)cc(C)n2)cc1,9
C/C=C/c1ccccc1[C@H]1[C@H](C#N)N(c2nc(CC)cs2)[C@H]1CO,14[25 µM]
Cc1cc(NC(=O)Nc2cc(C)nn2-c2ccccc2)n(-c2ccccc2)n1,8
COc1ccc(CNC(=O)C[C@@H]2CC[C@H](NC(=O)CN(C)C)[C@@H](CO)O2)cc1,4[25 µM]
C=CCc1ccccc1OCC(O)CNC(C)C (stereo not given),0
Cc1csc(SCC(=O)Nc2ccccc2C)n1,8
CCn1c(SCC(=O)N(C)C)nc2cc(S(=O)(=O)N3CCOCC3)ccc21,5

# Source: PubChem BioAssay
